# Assay outcomes (PubChem BioAssay)
# Shn3 3UTR inh: reduces Shn3 3'UTR luciferase signal in osteoblasts | Clone20 osteoblast Shn3 3'UTR firefly luciferase, 24 h | inhibition, % at 12.5 µM | actives 0.52% (n = 360,000) | AID 588674;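 active = mean inhibition of at least 75% with every replicate also reaching 75%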;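 note: 0% = median of neutral control wells and 100% = pilot-screen positive control compound; some compounds past the cut are filed as inactive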
# TROY signal inh: blocks TROY-dependent signaling in reporter cells; AID 1347056; actives 0.98% (n = 360,000); inhibition, % at 10 µM; Q293 LMP1-TROYcd NF-kB luciferase reporter, 4 h;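 active = compounds whose plate-normalised and pattern-corrected inhibition of the luciferase reporter signal at the single screening dose is 50% or more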
# LMP1 NFkB inh: reduces LMP1-driven NF-kappaB luciferase signal | LMP1-induced NF-kappaB luciferase reporter cells, luminescence | inhibition, % at 12.5 µM | actives 0.69% (n = 350,000) | AID 504558; in the data active = inhibition above about 41%;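 note: 0% = neutral control wells and 100% = reference inhibitor control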
# TWEAK Fn14 block: blocks TWEAK-Fn14 interaction in a reporter cell assay. TWEAK-stimulated Fn14 reporter cells, luciferase luminescence, 8 h. inhibition, % at 10 µM. actives 2% (n = 360,000). AID 1159606; in the data active = inhibition above about 50%
# LRH-1 inv ag: NR5A2 inverse agonism in reporter assay; O00482; HEK293T StAR-luciferase reporter, LRH-1 transfected, 24 h; inhibition, % at 3.6 µM; actives 0.13% (n = 360,000); AID 602396;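 active = inhibition above the mean inhibition of all tested compounds plus 3 SD, cut at about 73% in these data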;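 note: 0% = DMSO wells and 100% = reporter-only cells lacking LRH-1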
# NCOA3 inh: human NCOA3 inhibition. Q9Y6Q9. HEK293 GAL4-SRC3 luciferase reporter, luminescence. inhibition, % at 3.6 µM. actives 0.17% (n = 360,000);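 active = inhibition above a per-campaign cutoff, the mean of all compounds plus 3 SD, cut at about 60% in these data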;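 note: 0% = DMSO-treated cells and 100% = gossypol-treated cells at 36 µM; higher means less SRC3-driven luciferase light from the GAL4 reporter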
# SRC1 inh: inhibitors of human steroid receptor coactivator 1 (SRC1). HEK293 GAL4-SRC1 luciferase reporter, luminescence. actives 0.12% (n = 360,000). Q15788. inhibition, % at 3.6 µM;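 active = inhibition above the campaign mean plus 3 SD, with each screening campaign given its own cutoff, cut at about 60% in these data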;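 note: 0% = DMSO treated cells and 100% = gossypol at 36 µM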
# CF NFkB inh: inhibitors of cystic fibrosis induced NF-kB; KKLEB NF-kB-GFP reporter, PAF-induced, GFP fluorescence overnight; inhibition, % at 5 µM; actives 0.86% (n = 360,000);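 active = at least 50% inhibition at 5 µM, scaled per plate between neutral and stimulator controls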;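 note: PAF is a Pseudomonas aeruginosa culture filtrate used as stimulus; plate controls were PAF-stimulated DMSO wells for no effect and unstimulated DMSO wells for full effect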
# COUP-TFII inh: NR2F2 (human) inhibition, primary screen; HEK293T NGFI-A luciferase reporter, luminescence; actives 0.7% (n = 370,000); P24468; inhibition, % at 8.6 µM;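 active = inhibition above a per-plate cutoff, mean inhibition of test wells between control levels plus 3 SD, cut at about 38% in these data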;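 note: cells cotransfected with COUP-TFII expression vector driving the NGFI-A reporter; 0% = median of COUP-TF2 test wells and 100% = reporter-only cells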
# KKLEB tox: reduces viability of KKLEB cystic fibrosis airway cells; KKLEB CF airway cells viability, ATPlite luminescence, overnight; stronger effect = lower value; cells stimulated with P. aeruginosa culture filtrate; activity change (cytotoxicity), % at 5 µM; AID 602141; actives 0.36% (n = 360,000);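 active = corrected activity change at or below -50% at 5 µM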
# C8 TRAIL sens: sensitizes caspase-8 expressing cells to TRAIL; NB7+C8 cells + TRAIL, ATPlite viability luminescence; inhibition (viability loss, TRAIL sensitization), % at 10 µM; actives 1% (n = 360,000); AID 624354;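 active = compounds causing at least 50% loss of cell viability in the single-dose screen, relative to plate controls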
# * = called active by the depositor; nt = no result given.
SMILES,Shn3 3UTR inh,TROY signal inh,LMP1 NFkB inh,TWEAK Fn14 block,LRH-1 inv ag,NCOA3 inh,SRC1 inh,CF NFkB inh,COUP-TFII inh,KKLEB tox,C8 TRAIL sens
COCCn1c(N)c(C(=O)Nc2sc3c(c2C(=O)OC)CCCC3)c2nc3ccccc3nc21,10,25,-3,15,-24,-2,-11,13,-1,-7,7
COC(=O)Cn1c(C(=O)N2CCCC2)cc2c1C[C@H]1CN(C(=O)c3ccccc3)[C@@](Cc3ccc(F)cc3)(C(=O)OC)[C@@H]21,6,-11,6,11,-4,1,1,5,-4,5,-4
COc1cc(/C=N/NC(=O)C(N)=O)ccc1OC(=O)c1cccs1,5,8,-8,2,15,18,10,7,17,6,3
Cc1cccc(NC(=O)Nc2cccnc2)c1C,-17,-6,7,-8,-3,-34,-6,15,-7,-2,2
O=C(CCc1n[nH]c(=O)[nH]c1=O)N/N=C/c1ccco1,8,8,-3,1,14,-8,-14,1,1,0,0
Cc1cccc2cc(C3CC(c4ccco4)=NN3S(=O)(=O)c3ccccc3)c(Cl)nc12 (stereo not drawn),23,-6,5,-3,-12,-10,0,13,8,10,25
O=C(NC(Cc1ccccc1)C(=O)O)c1ccccc1 (stereo not drawn),2,-12,1,0,-11,-8,-5,10,-5,-5,3
COc1cc(/C=N/NC(=O)C(Cc2c[nH]c3ccccc23)NC(=O)OCC(C)C)cc([N+](=O)[O-])c1OCc1ccccc1 (stereo not drawn),-10,-1,7,-6,-1,4,1,5,-7,2,-6
COc1ccccc1C(=O)COC(=O)c1nc(Cl)ccc1Cl,-13,-22,-8,-10,1,2,-6,-32,-25,4,-8
NC(=O)C1CCN(C(=O)c2ccc(Cl)c(S(=O)(=O)NCc3ccco3)c2)CC1,-9,-1,7,8,-3,11,5,3,-11,-8,4
Cc1nc2ncnn2c(N2CCN(C(=O)c3cccc(F)c3)CC2)c1Cc1ccccc1,12,4,-1,-3,11,-4,-29,15,-11,-20,7
CCN1C(=O)N[C@H](c2ccc(Br)cc2)C(C(C)=O)=C1C,4,4,2,-5,-5,11,1,3,0,-18,4
Cc1ccc(/C=C(\NC(=O)c2ccccc2)C(=O)OCc2ccccc2)cc1,-6,7,-2,24,8,21,2,12,8,-3,-6
CCCOCn1cc(F)c(=O)[nH]c1=O,8,-2,-3,1,16,4,3,-5,13,0,-3
Cc1ccc(OCC(=O)OCC(=O)NC2CCCCCC2)cc1C,14,-6,1,-2,-4,7,5,9,-3,-2,-9
COc1c(C)cc(C(=O)C2CCCN(S(=O)(=O)N(C)C)C2)cc1C (stereo not drawn),20,-6,-4,0,-4,-6,-25,5,7,8,-26
Cc1cccc(NC(=O)CSc2nc3ccccc3c(=O)n2C)c1C,87*,23,14,40,26,-2,-2,6,3,-9,17
Cc1nc(SCC(=O)NCC2CCCO2)c2c3c(sc2n1)CCCC3 (stereo not drawn),5,-6,3,-6,5,3,-1,4,-3,-5,-11
O=C(Cn1c(O)c(/C=C2\C=Nc3ccc(Br)cc32)sc1=O)N1CCCC1,5,17,-8,18,4,2,-7,4,11,7,2
Cc1ccccc1NS(=O)(=O)c1ccc(C(=O)NCC(c2ccccc2)N(C)C)cc1 (stereo not drawn),-2,4,2,-4,10,1,6,0,0,19,-15
COc1c(Cl)cc(C(=O)NCc2ccco2)cc1Cl,-8,13,-2,-1,1,7,-35,2,4,-2,2
CC[C@]12c3[nH]c4cc(CCC(=O)N(C)C)ccc4c3CCN1C(=O)[C@@H](CC(=O)NCCC1=CCCCC1)C[C@@H]2C(=O)N1CCN(C(=O)c2ccco2)CC1,-17,-18,4,6,2,-16,-4,-2,-16,-2,-4
CCOC(=O)C1CCCN(C(=O)c2sc3nc(-c4ccccc4)cn3c2C)C1 (stereo not drawn),-18,-11,5,-6,-17,-4,-6,-6,6,3,26
CCOc1ccc(N(Cc2cc3ccc(C)cc3[nH]c2=O)S(=O)(=O)c2ccccc2)cc1,14,-12,-6,21,20,14,11,45,19,-2,31
COc1ccc(CN2C(=O)c3ccccc3C2=O)cc1C(=O)N(C)CC(=O)Nc1c(C)cccc1C,2,8,-3,-9,6,-3,-4,1,7,-12,7
SMILES,Shn3 3UTR inh,TROY signal inh,LMP1 NFkB inh,TWEAK Fn14 block,LRH-1 inv ag,NCOA3 inh,SRC1 inh,CF NFkB inh,COUP-TFII inh,KKLEB tox,C8 TRAIL sens
CC1CCCC(C)N1C(=O)COC(=O)c1cccc(S(=O)(=O)N(C)c2ccccc2)c1 (stereo not drawn),-2,14,0,3,-23,7,-3,-2,23,3,-8
COc1ccc(C(=O)OC(C)C(=O)NC2CCCCC2C)cc1S(=O)(=O)N1CCOCC1 (stereo not drawn),2,22,-3,7,-9,-9,-3,-25,6,15,-1
O=C(N/N=C/C1CC=CCC1)c1ccc(Cl)cc1O (stereo not drawn),-4,-20,-5,-24,-36,-63,-70,26,-26,-24,-14
CCCn1c(=O)c(C(=O)NCCc2ccc(OC)cc2)c(O)c2ccccc21,-24,7,0,3,4,3,15,7,-6,6,-8
COC(=O)c1c(O)c2c([nH]c1=O)CCCC2,-26,-8,3,7,-6,9,-16,-2,-2,0,-6
COc1cc2ccc(C(C)=NOC(C)=O)cc2cc1OC,13,-38,2,-14,-8,-10,-12,-10,-22,-5,-17
CCOC(=O)C1=C(CC)Nc2ccccc2N=C1NC(=O)c1ccc(C)c(S(=O)(=O)N2CCOCC2)c1,21,6,11,-10,-6,-25,-14,20,3,-1,-4
O=C(COc1ccc(Cl)cc1)Nc1ccc(Cl)cn1,-61,-52,-19,-43,-73,-59,-64,21,-13,-2,-9
O=C1CCN(c2ncccc2[N+](=O)[O-])CC1,-12,-22,6,6,13,7,-1,-17,5,14,-6
Cc1oc2cc(O)ccc2c(=O)c1Oc1ccccc1Br,-7,2,-6,9,-3,-9,-11,13,20,-22,0
COCCN1Cc2cc3cc(C)ccc3nc2SC1=Nc1ccc(OC)cc1,19,-12,-8,16,4,17,2,-5,-20,-11,17
CSc1ncnc2c1ncn2CCCNCc1cccs1,-1,2,24,3,8,-23,1,3,-30,0,3
C#Cc1ccc(NC(=O)C2(C)CCN2C(=O)c2ccccc2CCc2ccccc2)cc1 (stereo not drawn),14,-10,nt,12,-8,4,8,-5,-8,1,89*
COC(=O)c1scc(C)c1N1C(=O)c2ccccc2C1=O,5,-1,0,-4,3,16,2,-5,13,-2,17
CCc1ccc2c(c1)cc(CN(C(=S)Nc1ccccc1C)C1CC1)c1nnnn12,9,12,4,-46,-2,-20,1,13,-12,-27,-9
N/C(=N\c1nc(CSc2ccc(Cl)cc2)cc(=O)[nH]1)Nc1cccc2ccccc12,26,0,-4,-3,-14,10,9,15,0,-24,20
Cc1ccc(S(=O)(=O)N(C)c2ccc(C(=O)N3CCc4ccccc4C3)cc2)cc1,31,43,-2,14,-18,2,-18,8,13,-6,-5
Cc1ccc(C(=O)Nc2cccc(N(C)S(C)(=O)=O)c2)cc1S(=O)(=O)Nc1ccccc1,13,27,-9,10,1,6,11,1,-2,24,4
COCCSc1ccccc1C(=O)Nc1nnc(COC)s1,-7,-4,0,5,1,0,-15,-23,7,10,-9
CCOC(=O)N1CCN(Cc2nc3cc(NC(=O)c4cccs4)ccc3n2C)CC1,-18,8,4,-5,-8,-20,8,-12,10,10,3
Cc1ccc(CNC(=O)CS(=O)Cc2nc(-c3ccccc3F)oc2C)cc1 (stereo not drawn),15,-22,-3,9,8,0,7,-10,-7,13,8
CCC(Oc1ccccc1)C(=O)Nc1cc(Cl)ccc1-n1cncn1 (stereo not drawn),6,2,-7,-3,16,11,-6,9,7,-13,-10
Cc1cccc(N(C)Cc2nnc(-c3cccc(Br)c3)o2)c1,2,10,-1,11,-5,5,-8,22,15,-2,-14
COCCCNC(=O)Cc1coc2ccc3ccccc3c12,-38,1,3,-15,9,-1,6,-13,1,0,17
COc1cccc(NC(=O)c2cc(-c3ccco3)nc3ccccc23)c1,3,2,1,3,7,3,-2,-17,21,4,-5
SMILES,Shn3 3UTR inh,TROY signal inh,LMP1 NFkB inh,TWEAK Fn14 block,LRH-1 inv ag,NCOA3 inh,SRC1 inh,CF NFkB inh,COUP-TFII inh,KKLEB tox,C8 TRAIL sens
N#CC1=C(N)Oc2cc(N)ccc2C1c1cccnc1 (stereo not drawn),7,-2,-18,1,5,12,5,38,2,-14,-6
COc1cc(OC)cc(C(=O)NC2CC3CCC(C2)N3C)c1 (stereo not drawn),-10,-12,1,9,2,5,3,-4,-27,13,24
CC(C)CC(=O)NCC(C)NC(=O)CC(C)C (stereo not drawn),7,0,4,-5,1,2,-8,-1,-6,4,2
Clc1ccccc1NCSC1=NCCS1,2,-12,-5,-8,6,-4,-3,-7,-1,-6,-4
Cc1ccc(S(=O)(=O)CC(=O)N2CCN(c3cccc(C(F)(F)F)c3)CC2)cc1,4,-12,-2,-2,-1,-9,-14,14,6,4,-27
O=C(COc1ccc(Cl)cc1)Nc1cccc(-c2ccc3nncn3n2)c1,nt,20,-7,-17,-2,20,3,-1,1,5,1
COc1ccc(CCNC(=O)c2ccc3ccccc3n2)cc1,-63,-31,-36,-53,-41,-16,-44,-23,-35,-5,-2
CC1CCC(NC(=O)c2cc3c(s2)CCCC3)CC1 (stereo not drawn),-54,-65,-23,-62,-104,-74,-59,16,-28,4,12
CC1CCCCN1C(=O)C(Cc1ccccc1)N1C(=O)C2CCCCC2C1=O (stereo not drawn),-11,-6,-7,19,16,10,-1,11,-3,-1,16
CCCNC(=O)Nc1ccsc1C(=O)OC,2,-1,-7,-4,23,4,-4,-4,15,14,-5
O=C(C1CCN(S(=O)(=O)c2cccc3nsnc23)CC1)N1CCc2ccccc2C1,-6,23,-4,20,-7,2,-19,18,8,-2,32
Cc1cccc(NC(=S)Nn2cnnc2)c1C,-2,-11,-5,8,4,20,-3,5,-4,3,2
OC(c1ccccc1)c1nc(/C=C/c2ccccc2)cs1 (stereo not drawn),-142,-36,nt,-11,-79,-147,-63,0,-35,4,-12
O=C(N=C1c2ccccc2CN1c1ccc(F)c(F)c1)c1cccnc1,-14,-48,-14,52*,-10,17,-5,-35,-23,5,14
CC(Cc1ccccc1)N(C)C(=O)CN1C(=O)c2ccccc2C1=O (stereo not drawn),12,-20,-6,-8,40,-8,8,-11,-5,21,-18
CN(CC(=O)Nc1ccccc1C(=O)NC1CC1)Cc1ccc(Cl)s1,2,11,1,11,-8,16,-8,17,8,-24,-5
CCOC(=O)CN1CCC(c2cc(-c3ccc(Cl)cc3)n[nH]2)CC1,15,8,15,-28,-16,-15,-6,28,2,-14,2
COc1ccc(OC)c(NC(=O)CSC2=NN3CCCC(=O)N=C3S2)c1,11,-8,-2,-5,7,-4,2,-2,7,-1,1

# Not all compounds are listed. The share of hits here may be higher or lower than overall.
